Screening results from PubChem BioAssay.
NS5 inhibitors: Dengue-2 NS5 methyltransferase inhibitors, primary screen, biochemical, confirmation dose response (AID 588689); Dengue-2 NS5 methyltransferase capping enzyme assay, biochemical; higher % means a stronger effect; inhibition, % at 25 µM; hits with a dose series show IC50 in µM; hit rate 0.3% among 340,000; in the data active = a potency from the dose series; inconclusive = inhibition above about 29% without an active follow-up result
Rac1 GTP hydrolysis: MgcRacGAP GTPase-activating activity inhibitors, confirmation, biochemical, ADP Hunter fluorescence; MgcRacGAP-stimulated Rac1 GTP hydrolysis, ADP Hunter fluorescence; higher % means a stronger effect; GST-tagged Rac1 F28L mutant substrate; one-dose inhibition, % at 30 µM; IC50 in µM for titrated hits; hit rate 0.6% among 340,000;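 active = first-screen hits whose inhibition reached a set limit at any dose in the follow-up dose series; inconclusive = inhibition above the set first-screen limit but never retested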;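 note: fluorescence reports GDP produced by GAP-driven GTP hydrolysis; strong numbers were not always called active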
West Nile antiviral: inhibition of WNV-induced cytopathic effect – cell-based, CPE readout (AID 1621); CPE inhibition, % at 10 µM, or IC50 in µM where a hit was titrated; hit rate 0.02% among 290,000; West Nile virus-infected cells, CPE inhibition; higher % means a stronger effect; in the data active = a potency from the dose series; inconclusive = CPE inhibition mostly from about 3.7% at the one dose, without a potency; inactive = the rest, 99 in 100 with CPE inhibition below about 2.2%; note: strong numbers were not always called active
RSV CPE inhibition: RSV antiviral activity via CPE protection, HEp-2 cells, primary 10 µM value included (AID 2391). CPE inhibition, % at 10 µM; hits with a dose series show IC50 in µM. HEp-2 cells, RSV-induced CPE inhibition; higher % means a stronger effect. hit rate 0.13% among 310,000; in the data active = a potency from the dose series; inconclusive = CPE inhibition mostly from about 23% at the one dose, without a potency; inactive = the rest, 99 in 100 with CPE inhibition below about 21%; note: strong numbers were not always called active
T cell modulator: T cell immune modulators affecting CD8 T cell-vesicle binding | 2C CD8+ T cell-vesicle binding, flow cytometry; hits give low values | calls only at 7 µM | AID 2052 | hit rate 0.068% among 330,000;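 active = response, share of CD8 T cells binding vesicles, and their 90th percentile fluorescence all below set limits, cut at about 80% in these data, passing the limit was not always enough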
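Material: murine 2C transgenic CD8+ T lymphocytes / Also added: QL9-peptide-loaded Drosophila micro-vesicles bearing Ld, ICAM-1 and B7-1 / Schedule: binding step 1.5 h, 37 °C, antibody labelling 20 min, ice / Signal: flow cytometry, PE anti-B7-1 (FL2) versus Alexa647 anti-CD8 (FL8), PFA-fixed / Evaluation: percent CD8+ FL2 mean versus row control / Benchmarks: naked versus QL9-loaded vesicles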
NTR1 ag: agonists of NTR1, primary screen, imaging, U2OS cells, beta-arrestin-GFP, high content (AID 493036); P30989; NTR1-U2OS beta-arrestin-GFP spot imaging, agonist mode; activation, % at 20 µM; hit rate 0.17% among 330,000;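 active = activation at or above 40% of the spot to cytoplasm intensity ratio, with at least 20 cells analyzed; inconclusive = wells under 20 cells, flagged as cytotoxic or low count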;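 note: 0% = DMSO without peptide and 100% = 100 nM NTR1 peptide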
Target sequence (P30989 whole entry, looked up): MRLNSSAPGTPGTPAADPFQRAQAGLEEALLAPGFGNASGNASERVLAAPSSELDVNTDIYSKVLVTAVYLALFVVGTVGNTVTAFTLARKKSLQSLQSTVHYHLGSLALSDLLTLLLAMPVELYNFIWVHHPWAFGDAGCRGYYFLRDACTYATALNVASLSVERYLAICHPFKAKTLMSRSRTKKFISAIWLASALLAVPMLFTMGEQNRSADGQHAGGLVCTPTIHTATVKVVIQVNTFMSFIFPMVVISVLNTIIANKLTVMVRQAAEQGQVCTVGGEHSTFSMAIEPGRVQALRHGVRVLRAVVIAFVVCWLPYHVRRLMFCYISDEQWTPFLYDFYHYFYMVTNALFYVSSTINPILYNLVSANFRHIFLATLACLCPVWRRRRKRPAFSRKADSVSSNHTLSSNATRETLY
K1F lysis inhibition: inhibition of K1F phage lysis, E. coli UTI89, bacterial capsule biogenesis inhibitors, alamar blue (AID 488966) | E. coli UTI89 K1F phage lysis, alamar blue, 2 h; higher % means a stronger effect | inhibition, % at 100 µM; hits with a dose series show IC50 in µM | hit rate 0.02% among 340,000;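 active = phage lysis inhibition, versus mean bacterial control, above a set limit; inconclusive = no clear call, values can overlap the other calls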;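 note: capsule biogenesis inhibitors block K1F phage lysis so surviving cells raise fluorescence; higher fluorescence means more inhibition of phage lysis; actives were called in the ten point dose series up to 300 µM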
PhoP inhibition: inhibitors of PhoP regulon expression, primary screen, Salmonella Typhimurium, GFP reporter (AID 1863) | hit rate 0.16% among 300,000 | S. Typhimurium PhoP-regulated promoter GFP reporter, 4 h; higher % means a stronger effect | inhibition, % at 50 µM; hits with a dose series show IC50 in µM;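 active = inhibition over 29.93%, a cutoff 3 SD above the screen mean, later confirmed by dose response; inconclusive = inhibition over 29.93% but no dose response follow-up; inactive = inhibition at most 29.93% or unconfirmed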;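 note: 0% = low Mg2+ inducing control and 100% = high Mg2+ repressing control; strong numbers were not always called active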
SV40 large T antigen: TAg ATPase/helicase activity blockers – biochemical (AID 1903); SV40 large T antigen ATPase/helicase inhibition assay; higher % means a stronger effect; inhibition, % at 20 µM; hits with a dose series show IC50 in µM; hit rate 0.39% among 310,000; in the data active = a potency from the dose series; inconclusive = inhibition mostly from about 32% at the one dose, without a potency; inactive = the rest, 99 in 100 with inhibition below about 32%; note: strong numbers were not always called active
T cell modulator vesicle-bound %: also measured in T cell modulator; calls as there; double positive events, %; measured here: CD8+ vesicle-bound cell fraction;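 binding gate set so that unloaded-vesicle control wells show 10% double positive cells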
NTR1 ag cell count 20 µM: also measured in NTR1 ag; calls as there; cell count; measured here: cell count, cytotoxicity flag
NS5 inhibitors pilot replicate: also measured in NS5 inhibitors; calls as there; inhibition, %; measured here: pilot screen replicate inhibition
* marks the source's active call; other numbers are inactive results; i = inactive; ? = inconclusive; · = no result given; [ ] = remark or other dose. Random draw from the library; about 1.5% have a hit in one of these screens.

SMILES	NS5 inhibitors	Rac1 GTP hydrolysis	West Nile antiviral	RSV CPE inhibition	T cell modulator	T cell modulator vesicle-bound %	NTR1 ag	NTR1 ag cell count 20 µM	K1F lysis inhibition	PhoP inhibition	SV40 large T antigen	others
CCNC(=O)Nn1c(C)nnc1C	7%	8%	0.1%	0.7%	i	29	0.9	45	0.6%	5%	4%
COc1cccc(-c2nc(N3CCN(C)CC3)c3ccccc3n2)c1O	-11%	19%	2.1%	-1.8%	i	30	4.1	45	1.4%[50 µM]	4%	24%
COC(=O)C1=C(N)Oc2cc(C)n(Cc3cccnc3)c(=O)c2C1c1ccccc1OC (centres undefined)	-12%	10%	0.1%	-0.6%	i	35	0.9	36	0.1%	-7%	14%
C[C@@H](O)Cc1cn(CC(=O)NCCCCCCCCCCC(=O)N2CCNCC2)nn1	-10%	7%	·	-0.6%	i	25	1.4	62	6.5%	5%	8%
CCOc1ncccc1C(=O)OCC(=O)c1c[nH]c2ccccc12	-9%	4%	·	1.2%	i	25	-1.1	62	0.8%[50 µM]	·	·
Cc1ccc2c(c1)N(CCCC(=O)Nc1cccc(C(F)(F)F)c1)C(=O)CO2	-15%	9%	-0.3%	16%	i	40	0.7	72	0.7%	-6%	6%
O=C(COc1ccccc1F)Nc1nnc(-c2ccncc2)s1	-1%	8%	0.1%	-0.5%	i	15	2.7	44	0.0%	-7%	4%
CCOC(=O)N1CCc2c(sc(NC(=O)C3=COCCO3)c2C(N)=O)C1	7%	7%	0.7%	6.3%	i	71	0.3	53	0.0%	7%	8%
COc1ccc(C(=O)OCC(=O)NC(C)CCc2ccccc2)cc1OC (centres undefined)	0%	·	-0.8%	3.1%	i	39	-0.5	110	-0.1%	3%	1%
CC(/C=N/n1c(-c2ccc(C)cc2)n[nH]c1=S)=C\c1ccco1	-6%	10%	0.0%	2.2%	i	38	4.5	46	3.7%	-12%	19%
Cc1c(NC(=O)Cn2ccc([N+](=O)[O-])n2)c(=O)n(-c2ccccc2)n1C	-12%	-3%	0.3%	-0.4%	i	8	-0.7	34	1.1%	-5%	-1%
Cc1ccc(CC2SC(=Nc3ccccc3)N(c3ccccc3)C2=O)cc1 (centres undefined)	-6%	6%	-1.1%	2.6%	i	29	3.6	76	2.1%	11%	3%
CC(CN1CCCCC1)OC(=O)c1cccc(F)c1 (centres undefined)	-8%	12%	1.1%	2.0%	i	61	1.5	45	0.2%	-5%	4%
O=C1CC(N(Cc2ccco2)C(=O)Nc2ccc(F)cc2)C(=O)N1c1ccc(F)cc1 (centres undefined)	-6%	8%	0.5%	4.6%	i	7	-0.8	60	1.9%	-8%	-1%
COc1ccc(Cl)cc1NC(=O)c1nnn(CC(=O)Nc2ccc(OC)c(OC)c2)c1N	1%	10%	1.0%	2.2%	i	12	0.3	65	0.0%	-7%	3%
CCn1cc(C(=O)N2CCN(c3ccc(OC)cc3)CC2)c2cc(OC)c(OC)cc2c1=O	-5%	19%	-0.2%	0.0%	i	40	-0.7	35	-0.7%[50 µM]	-9%	18%
OCCN(Cc1ccccc1)Cc1ccc(Cl)cc1	-3%	13%	-0.7%	-0.3%	i	5	2.4	53	-0.1%[50 µM]	32%	11%
Cc1cc([N+](=O)[O-])nn1CC(=O)N1CCN(Cc2ccccc2)CC1	-2%	0%	0.1%	1.7%	i	3	1.7	34	-0.3%	-6%	-1%
c1ccc(CCNC2=NCCS2)cc1	6%	0%	-0.1%	0.6%	i	34	0.0	67	-0.1%	4%	8%
COc1ccc(NC(=O)C(=O)NCCN2CCN(C(=O)c3cccc(Br)c3)CC2)cc1	-2%	6%	-1.1%	3.9%	i	9	0.5	65	-0.1%	-2%	8%
O=C(NNC(=O)C1CCCCC1)c1ccco1	11%	5%	0.3%	0.9%	i	44	-1.0	25	1.3%	-12%	3%
Cc1nc2nc(SCC(=O)N3CCOCC3)nn2c(C)c1Cc1ccccc1	3%	6%	-0.9%	2.9%	i	24	0.7	96	0.8%	-5%	10%
CC(C)Cn1c(N)c(C(=O)COC(=O)CCc2nc3ccccc3c(=O)[nH]2)c(=O)n(C)c1=O	1%	1%	·	0.2%	i	51	-1.6	88	0.5%[50 µM]	·	·
CCCC1(CCC)NC(=O)N(CC(=O)Nc2ccc(Cl)c(S(=O)(=O)N3CCOCC3)c2)C1=O	4%	-1%	·	·	i	27	2.2	52	1.1%	·	·
COC(=O)Cc1cnc(NC(=O)CSc2nc(C(C)C)cc(=O)[nH]2)s1	5%	7%	-0.1%	0.5%	i	45	0.2	51	0.0%	4%	0%
Further results follow:
SMILES	NS5 inhibitors	Rac1 GTP hydrolysis	West Nile antiviral	RSV CPE inhibition	T cell modulator	T cell modulator vesicle-bound %	NTR1 ag	NTR1 ag cell count 20 µM	K1F lysis inhibition	PhoP inhibition	SV40 large T antigen	others
O=C(CSc1nc2ccccc2c(=O)n1CC1CCCO1)N1CCN(c2ccccc2)CC1 (centres undefined)	-1%	10%	0.2%	-0.1%	i	7	3.0	49	1.2%	·	·
CC(OC(=O)c1cccc(S(=O)(=O)Nc2ccccc2F)c1)C(=O)NCc1ccc2c(c1)OCO2 (centres undefined)	1%	4%	-0.1%	2.9%	i	50	0.0	44	1.1%	4%	21%
O=C1CCC(O)CCN1CCSc1ccccc1 (centres undefined)	5%	7%	-0.6%	-0.1%	i	13	-1.3	85	2.2%	11%	8%
CCc1c(C)nc(SCC(N)=O)c(C#N)c1C	-2%	4%	1.5%	0.3%	i	32	-1.7	37	0.9%	-3%	-2%
CO/N=C/CC(=O)c1ccc(-c2ccccc2)cc1	-12%	6%	0.1%	1.2%	i	11	-1.3	83	-0.6%	-20%	4%
CS(=O)(=O)N(CC(=O)Nc1ccc(S(=O)(=O)N2CCCC2)cc1)c1ccccc1F	2%	5%	0.4%	3.8%	i	35	-0.3	54	0.7%	5%	18%
O=C(CSc1nnc2ccccn12)c1ccc(OC(F)F)cc1OC(F)F	-11%	6%	-0.8%	10%	i	50	-2.0	83	0.5%	10%	2%
CCCCN1CC(=O)N2[C@H](c3ccc(OC)cc3)[C@@H]3C(=O)N(CC)C(=O)[C@@H]3[C@]2(Cc2ccccc2)C1=O	-1%	6%	-1.1%	2.5%	i	25	-2.1	94	0.2%	·	12%
Cc1[nH]c2ccccc2c1CCCO	·	·	0.4%	0.7%	i	50	·	·	0.4%[50 µM]	-5%	7%
CCNC(=O)CC1C(=O)N(c2ccc(C)cc2)C(=O)N1Cc1ccccn1 (centres undefined)	0%	2%	0.3%	1.6%	i	14	1.3	43	0.6%	6%	1%
Cn1c(=O)c2c(SCC(=O)Nc3ccccc3F)nc(-c3ccccc3F)nc2n(C)c1=O	-7%	6%	0.1%	0.8%	i	54	3.2	71	0.0%	8%	6%
CN(C)S(=O)(=O)c1ccc(N2CCCC2)c(C(=O)NC2(C)CCS(=O)(=O)C2)c1 (centres undefined)	-1%	3%	·	0.2%	i	27	0.6	80	1.3%[50 µM]	-5%	5%
Cc1ccc(-c2cnc3c(Cl)c(C)nn3c2)cc1	-1%	4%	-0.2%	1.6%	i	36	-0.2	47	0.1%	3%	-2%
O=C(CSc1cccc[n+]1[O-])Nc1cc([N+](=O)[O-])ccc1Cl	0%	11%	0.0%	-0.8%	i	17	0.2	55	0.2%	-1%	26%
COc1ccc(-n2nnnc2SCC(=O)Nc2ccccc2F)cc1	-2%	15%	-0.7%	1.0%	i	66	-0.3	59	0.0%	-3%	7%
CCOC(=O)N/N=C\C=C\c1ccco1	14%	13%	0.2%	1.2%	i	58	-0.8	94	-0.1%	-2%	18%
COc1ccccc1/C=C/C=N/NC(=O)c1ccc2nc[nH]c2c1	·	·	1.5%	4.8%	i	2	-0.1	37	·	-6%	10%
CCCn1nnc(NC(=O)Cc2ccc(Cl)cc2)n1	-1%	12%	-0.2%	0.8%	i	18	0.7	53	0.3%	2%	-2%
COc1cc(/C=N/NC(=O)c2[nH]nc3c2CCc2ccccc2-3)ccc1O	9%	54µM*	0.1%	1.6%	i	42	-0.9	94	-0.1%	-24%	?
CCN(CC(=O)NCc1ccc(F)cc1)Cc1cc(=O)n2ccsc2n1	-2%	6%	0.4%	2.4%	i	57	-2.1	65	0.9%	-8%	5%
Nn1c(COc2ccccc2)nc2ccccc2c1=O	-8%	11%	-0.3%	24%	i	39	-0.6	37	0.3%	8%	3%
Cc1cc(Cl)ccc1OCC(=O)Nc1cccc(S(=O)(=O)NC2=NCCCCC2)c1	-4%	8%	·	2.6%	i	53	1.3	55	-0.3%[50 µM]	-6%	2%
COc1ccc(NC(=S)Nc2cc(-c3ccccc3)[nH]n2)cc1Cl	-10%	17%	0.3%	0.4%	·	·	10	54	i	-6%	16%
O=C(O)C1C2CCC(C2)C1C(=O)Nc1ccccc1 (centres undefined)	5%	6%	·	·	i	26	0.9	46	0.9%	·	0%
O=C(O)c1cc(NC(=O)C2CCCO2)cc(C(=O)O)c1 (centres undefined)	-1%	4%	0.4%	2.5%	i	51	0.0	62	1.0%	-7%	9%
CCc1n[nH]c(=S)n1/N=C/C(C)=C\c1ccccc1	-4%	2%	-1.2%	-1.2%	i	59	3.9	59	-0.2%	10%	24%	NS5 inhibitors pilot replicate=-6.7
Cc1ccc(S(=O)(=O)N2CC(O)CC2C(=O)OCC(=O)c2ccccc2Cl)cc1C (centres undefined)	1%	1%	0.2%	2.3%	i	47	2.7	70	2.1%[50 µM]	4%	8%
O=C(Nc1ccccc1)c1cc2n(n1)C(C(F)(F)F)CC(C1CC1)N2 (centres undefined)	-1%	9%	-0.1%	0.9%	i	57	1.0	71	1.8%	5%	14%

Two records picked at random from those above, as already listed:
SMILES	NS5 inhibitors	Rac1 GTP hydrolysis	West Nile antiviral	RSV CPE inhibition	T cell modulator	T cell modulator vesicle-bound %	NTR1 ag	NTR1 ag cell count 20 µM	K1F lysis inhibition	PhoP inhibition	SV40 large T antigen	others
CCOC(=O)N/N=C\C=C\c1ccco1	14%	13%	0.2%	1.2%	i	58	-0.8	94	-0.1%	-2%	18%
O=C(CSc1cccc[n+]1[O-])Nc1cc([N+](=O)[O-])ccc1Cl	0%	11%	0.0%	-0.8%	i	17	0.2	55	0.2%	-1%	26%
